Bioassay records deposited in PubChem BioAssay by several laboratories.
CIT2-GFP yeast: modulators of TOR pathway CIT2-GFP in S. cerevisiae | S. cerevisiae CIT2-GFP strain, flow cytometry, 3 h; 100 means same as DMSO wells | GFP response vs DMSO, % at 10 µM | 320,000 tested, 0.065% active;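 active = GFP response relative to DMSO above a set limit, near the screen mean plus 3 SD, cut at about 150% in these data; inconclusive = Fewer than 70 cells measured for a yeast strain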;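 also: ratio of well median GFP fluorescence to mean of DMSO wells on the plate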
AHR act: activators of human aryl hydrocarbon receptor. activation, % at 5 µM. P35869. AHR-responsive luciferase reporter cells, luminescence. 320,000 tested, 2.5% active; in the data active = activation above about 47%;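 also: 0% = vehicle wells and 100% = reference agonist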
MEP2 TOR yeast: modulators of TOR pathway MEP2-GFP in S. cerevisiae; S. cerevisiae MEP2-GFP strain, flow cytometry GFP, 3 h; 100% = DMSO control level; AID 2016; 330,000 tested, 0.51% active; GFP response vs DMSO, % at 10 µM;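 active = GFP response versus DMSO above a set limit, roughly screen mean plus 3 SD, cut at about 180% in these data; inconclusive = fewer than 70 cells counted for a yeast strain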;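 also: median GFP fluorescence of the barcode-gated MEP2-GFP cells per well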
proCasp3 act: procaspase-3 (human) activation; P42574; recombinant procaspase-3 D3A, Ac-DEVD-pNA absorbance 405 nm; activation, % at 8.5 µM; 330,000 tested, 0.11% active; AID 463141;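 active = activation above the mean of all tested compounds plus 3 SD, cut at about 21% in these data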;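 also: 0% = DMSO alone and 100% = DMSO wells spiked with extra 5 µM PC-3 D3A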
Target sequence (P42574 whole entry D9A/D28A/D175A): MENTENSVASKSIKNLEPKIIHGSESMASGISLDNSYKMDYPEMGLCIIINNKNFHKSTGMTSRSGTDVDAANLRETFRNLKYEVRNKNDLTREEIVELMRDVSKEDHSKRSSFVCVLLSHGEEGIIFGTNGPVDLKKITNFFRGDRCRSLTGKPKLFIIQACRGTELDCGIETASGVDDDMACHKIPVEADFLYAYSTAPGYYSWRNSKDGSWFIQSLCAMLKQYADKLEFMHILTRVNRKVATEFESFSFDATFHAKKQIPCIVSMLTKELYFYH
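Test system: Procaspase-3 D3A mutant; medium: Zinc-free HEPES/NaCl buffer with 0.01% Triton X-100 at pH 7.4; reagent: DEVD-pNA substrate; doses: one concentration, 8.5 µM nominal, 0.8% DMSO; times: 1 h preincubation plus 2 h reaction at 25 °C; signal: Epi-absorbance at 405 nm of released p-nitroaniline, 0 and 120 min; replicates: singlicate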
AGP1-GFP MLPCN: alters AGP1-GFP fluorescence in TOR pathway yeast screen; S. cerevisiae AGP1-GFP multiplex flow cytometry, 3 h; GFP as percent of DMSO wells; AID 2066; GFP response vs DMSO, % at 10 µM; 320,000 tested, 0.02% active;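 active = GFP response relative to DMSO above a set limit, near screen average plus 3 SD, cut at about 150% in these data; inconclusive = fewer than 70 cells counted for the yeast strain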;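 also: median GFP channel fluorescence of the gated AGP1 strain per well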
proCasp7 act: counter-screen: procaspase-7 (human) activation; 330,000 tested, 0.093% active; AID 463210; recombinant procaspase-7, Ac-DEVD-pNA absorbance 405 nm; D23A/D198A/D206A triple mutant, cannot self-cleave; scale: DMSO 0, 5 µM enzyme 100; activation, % at 8.5 µM;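 active = percent activation above the screen-wide mean plus 3 SD, cut at about 25% in these data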
Target sequence (P55210 whole entry D23A/D198A/D206A): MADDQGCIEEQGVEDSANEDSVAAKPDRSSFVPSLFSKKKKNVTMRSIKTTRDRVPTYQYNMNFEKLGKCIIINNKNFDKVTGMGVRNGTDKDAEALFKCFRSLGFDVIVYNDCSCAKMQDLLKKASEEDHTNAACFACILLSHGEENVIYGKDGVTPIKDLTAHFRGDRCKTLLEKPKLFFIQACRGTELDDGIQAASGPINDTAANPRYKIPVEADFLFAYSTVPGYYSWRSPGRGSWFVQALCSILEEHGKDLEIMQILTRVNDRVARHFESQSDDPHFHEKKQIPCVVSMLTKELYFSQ
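Detection: p-Nitroaniline absorbance at 405 nm, read at 0 and 120 min; system: Uncleavable procaspase-7 mutant enzyme; evaluation: % activation from two-timepoint absorbance difference, scaled to controls; times: 1 h enzyme–compound preincubation and 2 h substrate reaction, both 25 °C; buffer or medium: Zinc-free HEPES pH 7.4 with 300 mM NaCl, 0.01% Triton X-100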
RPL19A-GFP yeast: alters RPL19A-GFP fluorescence in TOR pathway yeast screen; S. cerevisiae RPL19A-GFP strain, flow cytometry, 3 h; active compounds read low; percent response vs DMSO, % at 10 µM; 330,000 tested, 0.3% active;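 active = percent response vs DMSO below 50%; inconclusive = fewer than 70 events counted for the yeast strain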;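 also: median channel GFP fluorescence of the barcoded RPL19A-GFP strain; ratio of sample median GFP to plate DMSO average so 100% = DMSO; lower means less RPL19A-GFP as with rapamycin TOR inhibition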
LAP4-GFP MLPCN: alters LAP4-GFP fluorescence in TOR pathway yeast screen. S. cerevisiae LAP4-GFP multiplex, flow cytometry GFP, 3 h; median GFP as percent of DMSO wells. GFP response vs DMSO, % at 10 µM. 320,000 tested, 0.34% active. AID 2023;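 active = GFP response vs DMSO above a set limit, about the screen mean plus 3 SD, cut at about 150% in these data; inconclusive = under 70 cell events counted for the yeast strain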
Starred values were filed as active, the others as inactive; ? = inconclusive; / = no result given; [ ] = remark or other dose.

Values run as follows: RPL19A-GFP yeast	LAP4-GFP MLPCN	CIT2-GFP yeast	proCasp3 act	MEP2 TOR yeast	AGP1-GFP MLPCN	AHR act	proCasp7 act
CCO[C@@H]1OC(C(=O)N2CCOCC2)=C[C@H](c2coc3ccccc3c2=O)[C@H]1CCCO
    102.2	95.1	103.3	-0.9	99.5	112.7	-1.0	4.4
CCS(=O)(=O)Nc1cccc(C2=NN(S(=O)(=O)c3ccc(C)cc3)C(c3cccs3)C2)c1 (stereo not drawn)
    103.9	101.6	107.9	0.5	113.8	110.3	6.0	2.9
O=C(CN1C(=O)/C(=C/c2ccccc2F)Sc2ccccc21)NCc1cccnc1
    102.1	87.2	101.2	1.6	98.0	101.0	14.5	-2.4
Cc1cccc(C)c1OCC(=O)Nc1ccc2c(c1)C(=O)NC2=O
    ?	?	?	-5.0	?	?	-4.1	-8.5
O=C(NNC(=O)c1cc2ccccc2oc1=O)c1ccccc1[N+](=O)[O-]
    101.7	96.5	111.0	1.0	107.4	103.8	-9.5	0.4
NC(=O)C[n+]1cccc(CNC(=O)c2ccc(OC(F)F)cc2)c1
    ?	?	?	-0.2	?	?	11.8	-4.8
N#Cc1c2n(c3c(=O)n(Cc4ccc(Cl)cc4)cnc13)CCCC2
    96.5	104.9	99.7	-1.1	102.0	/	3.8	3.1
Cc1ccc(NC(=O)C2CCCN(S(=O)(=O)c3c(C)noc3C)C2)nc1 (stereo not drawn)
    103.5	104.1	107.1	-3.5	102.6	112.4	4.5	6.9
O=C(CSc1nnnn1-c1ccccc1)CC(=O)Nc1ccc(Cl)cc1
    95.3	95.0	92.7	-11.9	100.3	99.4	-2.1	0.0
O=C(CC1C(=O)NCCN1Cc1ccc(-c2ccccc2)cc1)NCc1ccccc1 (stereo not drawn)
    103.5	105.0	111.1	3.0	101.9	110.7	1.1	-2.2
CC(C)(C)C1CCC(OCC(O)CN2CCN(c3ccccc3)CC2)CC1 (stereo not drawn)
    99.0	103.2	100.8	-7.3	101.2	94.6	2.5	14.3
CNC(=S)N1N=C(c2cccs2)CC1c1ccc(F)cc1 (stereo not drawn)
    107.9	105.0	103.3	-5.4	105.6	104.7	0.7	-11.9
CCOC(=O)c1sc(NC(=O)COC(=O)c2ccco2)nc1C
    96.6	99.1	99.2	5.0	99.6	96.9	4.8	13.8
CCN(c1ccc(F)cc1)S(=O)(=O)c1ccc2[nH]cc(C(=O)NCCCN3CCOCC3)c(=O)c2c1
    102.7	106.5	98.9	9.5	105.1	103.5	0.7	12.5
CCOC(=O)N1CCN(Cc2nc3ccc([N+](=O)[O-])cc3c(=O)n2-c2ccc(OC)cc2OC)CC1
    102.7	93.6	103.3	6.8	100.8	97.2	15.8	-1.4
Fc1ccc(N/N=C/c2ccncc2)c(F)c1
    105.9	92.6	116.9	-7.8	102.8	111.1	31.4	-5.4
COc1ccc(N2CCN(S(=O)(=O)CCNC(=O)C3CC3)CC2)cc1
    101.3	104.4	110.2	4.9	104.5	107.3	1.1	0.3
COc1ccc(S(=O)(=O)N2CC(O)CC2C(=O)OCc2nc3sc(C)c(C)c3c(=O)[nH]2)cc1 (stereo not drawn)
    104.0	97.4	114.3	6.7	106.4	105.3	15.8	14.0
COc1ccc(CCC(=O)OCC(=O)NCc2ccc3c(c2)OCO3)cc1
    93.4	96.9	86.6	1.2	91.0	92.0	0.5	9.0
CCCOC(=O)c1c(NC(=O)CCCn2nc([N+](=O)[O-])c(Cl)c2C)sc(C(=O)OC)c1C
    101.7	99.7	101.2	-0.6	108.4	111.7	0.8	-4.7
Cc1ccc2nc3c(cc(C(N)=S)c(=N)n3CCCOC(C)C)c(=O)n2c1
    97.7	106.8	93.5	-29.4	111.4	34.2	1.1	-33.2
COc1cccc(C2C=C(c3ccc(Br)s3)Nc3ncnn32)c1OC (stereo not drawn)
    107.5	105.4	117.3	-6.0	113.3	112.5	8.5	-11.6
CC1CCCN(C(=O)COC(=O)c2n[nH]c3ccccc23)C1 (stereo not drawn)
    89.8	88.6	90.6	-8.2	87.0	90.8	3.5	-0.7
CCOC(=O)c1c(C)oc2c1c(C=NCCC(=O)O)c(O)c1ccccc12
    99.1	90.3	98.5	-2.2	99.0	100.2	3.6	3.8
CC1CN(C(=S)SCCN2Cc3ccccc3C2=O)CC(C)O1 (stereo not drawn)
    96.7	94.2	92.6	6.2	104.6	94.2	-0.1	-2.1
CN(C)CCNC(=O)c1scc2c1CCCC2
    92.4	109.3	90.2	-4.2	101.5	103.8	1.8	7.5
O=S(=O)(c1ccccc1)N1CCN(c2ccnc3cc(Cl)ccc23)CC1
    101.8	94.6	101.5	5.8	106.1	96.0	-0.7	-6.9
CCOc1ccc(S(=O)(=O)n2c(C)nc3ccccc32)cc1
    102.7	106.8	99.8	-4.3	100.3	100.1	1.4	4.8
CN(C)S(=O)(=O)c1ccc(C(=O)NCC(=O)N/N=C/c2cccs2)cc1
    115.3	102.2	110.5	-1.9	109.6	106.4	-2.0	6.2
Cc1ccc(C(C)C)c(OCCNC(=S)Nc2cccc3ccccc23)c1
    95.7	101.0	98.5	4.9	98.5	93.8	7.2	1.6
COc1ccc(C2C(C(=O)c3ccc(C)o3)=C(O)C(=O)N2CC2CCCO2)cc1OC (stereo not drawn)
    93.0	108.0	99.9	3.3	95.8	110.4	0.7	-20.0
CC(C)c1cc(C(=O)NNC(=S)NC2CCCCC2)cs1
    93.5	105.7	98.4	-5.5	90.3	110.4	3.6	-9.0
CN(C)S(=O)(=O)c1cccc(-c2cn3cccnc3n2)c1
    99.4	98.9	89.2	-2.0	98.1	102.2	8.6	-2.5
CCN(CC)c1ccc(C=Nc2ccc(C)cc2C)c(O)c1
    91.5	96.5	91.3	3.0	91.5	93.9	3.9	6.9
COc1ccc(C(=O)NCCCN2CCCC2=O)cc1
    91.8	88.9	95.2	-2.6	90.1	97.8	0.1	2.1
Cc1nc(C(F)(F)F)ccc1C(=O)NCC(O)c1ccccc1 (stereo not drawn)
    98.9	116.8	119.1	4.8	104.2	115.5	70.7*	-7.7
Cc1ccc(-n2c(=O)c3sccc3n(Cc3cc(=O)n4ccccc4n3)c2=O)cc1F
    109.4	106.2	88.2	6.0	103.8	103.6	-0.8	4.6
CC(C)NC(=O)c1cc(C(=O)c2cc(Cl)ccc2O)coc1=N
    99.0	103.4	101.2	0.2	104.6	100.5	12.0	1.5
CCOc1ccccc1NC(=O)CSc1nnnn1-c1ccc(C(=O)OC)cc1
    109.4	115.4	108.9	-0.7	105.3	105.5	4.0	-5.8
CC1CCCN(c2nc3c(c(=O)[nH]c(=O)n3C)n2Cc2ccccc2Cl)C1 (stereo not drawn)
    101.2	92.0	106.5	7.8	98.5	106.5	-0.3	3.2
Cc1ccc(O)c(Cn2nnc3ccccc32)c1
    110.0	113.1	94.6	6.9	98.6	100.7	1.0	10.0
CCOc1cnn(-c2ccccc2)c(=O)c1Cl
    104.7	101.7	99.9	-12.9	102.6	97.7	-0.1	0.6
COc1ccc(CC2SC(N)=NC2=O)cc1 (stereo not drawn)
    108.5	104.2	111.9	8.4	113.4	107.3	-0.1	0.6
N=c1c(C(=O)NC2CCCCC2)cc2c(=O)n3ccccc3nc2n1CC1CCCO1 (stereo not drawn)
    44.2*[may fluoresce violet]	?	?	-7.1	?	?	6.5	-10.6
COc1ccccc1Nc1nc(N(C)c2ccccc2)nc(N)c1[N+](=O)[O-]
    103.8	82.2	101.0	/	108.7	92.5	/	/

Rewritten in CSV form: 2 of the compounds above.
SMILES,RPL19A-GFP yeast,LAP4-GFP MLPCN,CIT2-GFP yeast,proCasp3 act,MEP2 TOR yeast,AGP1-GFP MLPCN,AHR act,proCasp7 act
Cc1ccc(-n2c(=O)c3sccc3n(Cc3cc(=O)n4ccccc4n3)c2=O)cc1F,109.4,106.2,88.2,6.0,103.8,103.6,-0.8,4.6
Cc1ccc(O)c(Cn2nnc3ccccc32)c1,110.0,113.1,94.6,6.9,98.6,100.7,1.0,10.0

Next section:
Values run as follows: RPL19A-GFP yeast	LAP4-GFP MLPCN	CIT2-GFP yeast	proCasp3 act	MEP2 TOR yeast	AGP1-GFP MLPCN	AHR act	proCasp7 act
Cc1cnc(NC(=O)CSc2nnc(CNc3ccc(F)cc3)n2CC2CCCO2)s1 (stereo not drawn)
    101.5	99.1	98.0	4.7	95.9	100.3	4.7	-1.1
CCc1cc(OCCCSc2nc(C)cc(=O)[nH]2)ccc1Cl
    99.9	107.8	96.0	5.8	101.6	95.8	0.6	10.0
C/C(=N\NC(=O)c1ccc(F)cc1)c1ccccn1
    102.0	107.4	102.9	7.2	95.2	100.8	37.3	-5.9
CC(=O)N1CCN(c2ccccc2NC(=O)c2ccc3ccccc3c2)CC1
    100.4	97.4	98.3	10.6	97.4	98.9	27.6	1.0
COCCNC(=O)C(=O)Nc1ccc(Br)cc1
    105.3	104.6	104.8	-2.5	98.5	104.5	5.5	-2.4
CCOC(=O)c1sc(NC(=O)Cn2nnc3sc4c(c3c2=O)CCCC4)nc1C
    96.3	89.1	95.7	4.0	103.5	106.3	-0.2	9.1
CCCCc1ccc(-c2nc(NC(=O)C3C4CCC(O4)C3C(=O)O)sc2C)cc1 (stereo not drawn)
    105.5	126.3	110.0	-4.7	110.1	105.7	11.0	-13.0
COc1ccc(N(C(=O)c2cccc([N+](=O)[O-])c2)S(=O)(=O)c2ccc3c(c2)n(C)c(=O)n3C)cc1
    95.2	97.2	95.2	-2.6	98.9	92.3	5.5	8.9
COCC(C)NC(=O)NC(=O)c1ccc(Cl)cc1 (stereo not drawn)
    109.0	90.4	66.6	-1.7	95.5	72.2	3.8	6.9
CC(=O)Nc1ccc(S(=O)(=O)NNC(=O)c2cccc([N+](=O)[O-])c2)cc1
    109.3	105.8	111.0	/	117.3	115.6	/	/
CCCCN(CCCNC(=O)c1ccc(CS(=O)(=O)c2c(Cl)cccc2Cl)o1)Cc1ccccc1
    101.9	112.3	102.2	2.3	101.9	107.3	-0.2	-7.1
CC(=O)Nc1ccc(C(=O)OCc2ccc(F)cc2)cc1
    83.8	102.0	87.2	2.4	96.9	85.0	-2.5	-5.3
Cc1ccc(CN2[C@@H]3c4ccccc4C[C@@H]3OCCS2(=O)=O)cc1
    97.0	105.5	92.6	10.4	91.3	88.3	0.2	-0.1
CC1CCC/C=C/C(=O)c2c(O)cc(O)cc2CC(=O)O1 (stereo not drawn)
    94.9	99.9	98.9	-8.3	100.9	97.8	-0.7	-7.5
Cn1c(CC(=O)Nc2ccccc2Cl)nnc1SCC(=O)NC1=NCCS1
    102.5	95.1	102.7	-2.4	104.7	97.9	1.4	-5.4
Cc1ccc(-n2nnc3c(=O)n(CC(=O)NCC4CCCO4)cnc32)cc1 (stereo not drawn)
    96.3	99.4	98.1	-1.3	95.8	93.3	-3.7	4.7
Cc1noc(C)c1COC(=O)c1ccccc1Sc1ccccc1C#N
    95.0	/	95.3	3.3	96.7	96.3	-0.9	2.8
